Assay outcomes (PubChem BioAssay)
PriA SSB inh: blocks PriA binding to SSB C-terminal tail | AlphaScreen SSBct-PriA binding, biotinylated peptide | AID 1272365 | inhibition, % at 33 µM | 430,000 compounds, 0.6% hits; in the data active = inhibition mostly above about 37%, no sharp cut-off; inactive = mostly below about 20%;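 also: plate controls were negative control peptide for no effect and reference peptide for full effect; strong numbers were not always called active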
Active calls of the source: *; & = joins results of further samples. A portion of the library. The share of hits here may be higher or lower than overall.

Structure,PriA SSB inh
CN(C)S(=O)(=O)c1ccc(C(=O)NCCCS(=O)(=O)N2CCN(c3ccccn3)CC2)cc1,-9&8
O=C(Nc1nc2c(s1)-c1cccc3cccc-2c13)c1cc(Cl)cc(Cl)c1,24
c1ccc(-c2nc(NC3CCCC3)c3ccccc3n2)nc1,120*
Cc1nccn1CCN,-3&18
O=C(CSc1ccc(NC(=O)c2cccc(F)c2)nn1)NCc1ccccc1,-11
Cc1nc(-c2cccs2)sc1CNC(=O)c1ccc(=O)[nH]c1,5
Cc1nnc(SC/C=C/c2ccccc2)[nH]c1=O,-5
O=C(c1cc(=O)c2ccccc2o1)N1CCN(Cc2nc(-c3cccs3)cs2)CC1,-1
Cc1ccc(-c2csc(NC(=O)c3sc4ccccc4c3Cl)n2)o1,-25
Cc1nnc(-c2cc3ccccc3n2Cc2cccnc2)o1,2

The listing continues.
Structure,PriA SSB inh
CCOC(=O)c1c(NC(=O)c2cc(-c3ccccc3)nc3ccccc23)sc(Cc2ccc3c(c2)OCO3)c1C,0
C[C@](O)(CNS(=O)(=O)c1ccc(Cl)s1)c1ccc(-c2ccccc2)cc1,-8
O=C(Nc1ccccc1-c1cn2ccccc2n1)c1cnn(-c2ccccc2)n1,-4
O=C(c1ccc(-c2cccc(Cl)c2)cc1)N1CC(n2ccnn2)C1,-10
COc1ccc(Cl)c2sc(N(CCN3CCOCC3)C(=O)c3ccc4c(c3)OCO4)nc12,-17
O=C(NC1CCS(=O)(=O)C1)c1cccc(C(F)(F)F)c1 (stereo not given),5
CC(C)CN1C(=O)SC(Nc2ccc(F)c(Cl)c2)C1=O (stereo not given),-2
O=C(Cn1cnc2ccccc2c1=O)N1CC(N2C(=O)C3CC=CCC3C2=O)C1 (stereo not given),-6
COC(=O)Cn1c(=O)n(Cc2nc(-c3ccccc3)no2)c(=O)c2ccccc21,-12
Cc1cccc(N=CC2=C(O)CC(C)(C)CC2=O)n1,-7

Other structures follow:
Structure,PriA SSB inh
CCOc1nn(CC)cc1C(=O)Nc1nnc(SCC)s1,2
CC1CN(CC(=NO)C23CC4CC(CC(C4)C2)C3)CC(C)O1 (stereo not given),-1
Cn1c(-c2ccccn2)nn(CCNC(=O)C2c3ccccc3Oc3ccccc32)c1=O,-5
COCCN1CCC(CNS(=O)(=O)c2ccc3c(c2)OCCO3)CC1,-16&-8
CCOc1ccccc1NC(=O)N1CCOC2(CCOCC2)C1,-16
NCCN1CCN(c2ccc(F)cc2)CC1,31
O=S(=O)(C1CCCCC1)N1CC(c2nc(-c3cccnc3)no2)C1,2
O=c1[nH]c(=S)c2c(n1Cc1cccnc1)CCC2,-9
Cc1nn(C)c(C)c1C(=O)NCC(O)c1csc2ccccc12 (stereo not given),-28
CC(=O)c1ccc(NC(=O)c2nnn(-c3cccc(C)c3)c2C(C)C)cc1,-8

More records follow.
Structure,PriA SSB inh
CC1(C)COc2cc(NC(=O)Cc3ccc(F)cc3)ccc2NC1=O,19
CC(=NNC(=O)C(O)c1ccccc1)c1ccc(Cl)s1 (stereo not given),-6
CC(C)c1nnc2c(SCC(=O)Nc3ccc(Cl)cc3C(F)(F)F)nc3ccccc3n12,-7
Cc1cc(C)c2c(n1)NCCC2,-3
O=C(Nc1cnn(CC2COc3ccccc3O2)c1)Nc1ccccc1Cl (stereo not given),-32
Cc1csc(NC(=O)CN2CC(c3nc(C4CC4)no3)C2)n1,-7
Cc1ccc(-c2cc(=O)n(CC(N)=O)cn2)cc1,-13
Cc1nc(SCc2ccccc2F)[nH]c(=O)c1CC(=O)NC1CC1,2
O=C(Nc1ccc(CC(=O)N2CCOCC2)cc1)c1ccccc1SC(F)F,-7
O=C(NCC1CCCO1)C(=O)NN=Cc1c(F)cccc1Cl (stereo not given),-4

(continued)
Structure,PriA SSB inh
Cc1ccc(S(=O)(=O)N=C(Nc2ccc([N+](=O)[O-])cc2[N+](=O)[O-])c2ccccc2)cc1,4
COc1ccc(S(=O)(=O)N(CC(=O)NN=Cc2cccs2)c2ccc(C)cc2)cc1OC,-4
COc1ccccc1C1(CNC(=O)Cc2ccc(Cl)cc2)CCOCC1,0
Cc1nc2n(n1)C(=O)C([C@@H](c1cccc(Br)c1)N1CCN(C)CC1)S2 (stereo not given in full),-15
O=C(c1csc2nc(-c3ccc(F)cc3)cn12)N1CCc2ccccc2C1,-2&6
CN(Cc1ccccc1)S(=O)(=O)c1ccc(C(=O)Nc2cccc(Cl)c2Cl)cc1,2&-28
Cc1ccc(S(=O)(=O)c2nc(SCc3ccco3)sc2N2CCOCC2)cc1,-2
COc1ccc(Cn2c(SCC(=O)NCCC(C)C)nc3c(sc4ncccc43)c2=O)cc1,3
COc1ccc2nc(NC(=O)C=C(C)C)sc2c1,-6
CCOc1ccc2nc(NC(N)=NC(=S)Nc3ccc(C)c(C)c3)nc(C)c2c1,5

Following part
Structure,PriA SSB inh
COc1ccc2sc(OC3CCN(C(=O)OC(C)(C)C)CC3)nc2c1,-7
O=C(CCCSc1ccc(Cl)cc1)Nc1ccc(Cl)cc1C(=O)c1ccccc1,-44
Cn1c(=O)c2c(SCC(=O)NC(C)(C)C)ccnc2n(C)c1=O,-18
O=C(c1cc(=O)c2ccccc2o1)N1CCC(S(=O)(=O)c2ccc(Cl)cc2)C1 (stereo not given),-1
CC(C)(C)c1cc[n+](-c2[nH]c(=O)sc2C=NNC(=O)c2ccccc2[O-])cc1,13
CCOC(C)=Nn1c2nc3ccccc3nc2c2c(=O)n(C3CCCC3)c(C)nc21,-2
CC(C)(C)c1ccc(S(=O)(=O)Nc2ccc(C(=O)NCc3ccco3)cc2)cc1,-19&-14
COc1cc(C=NNC(=O)CSc2cc(C)c(Br)cc2C)ccc1O,5
Cc1c(C(=O)NN=Cc2cccnc2)nnn1-c1nonc1N,-17
CCOC(=O)c1sc(NC(=O)CSc2nnc(CSc3nc(N)cc(N)n3)n2C)nc1C,-11

Already shown: 15 of the compounds above.
Structure,PriA SSB inh
COc1ccccc1C1(CNC(=O)Cc2ccc(Cl)cc2)CCOCC1,0
Cc1nc2n(n1)C(=O)C([C@@H](c1cccc(Br)c1)N1CCN(C)CC1)S2 (stereo not given in full),-15
O=C(c1csc2nc(-c3ccc(F)cc3)cn12)N1CCc2ccccc2C1,-2&6
CN(Cc1ccccc1)S(=O)(=O)c1ccc(C(=O)Nc2cccc(Cl)c2Cl)cc1,2&-28
Cc1ccc(S(=O)(=O)c2nc(SCc3ccco3)sc2N2CCOCC2)cc1,-2
COc1ccc(Cn2c(SCC(=O)NCCC(C)C)nc3c(sc4ncccc43)c2=O)cc1,3
COc1ccc2nc(NC(=O)C=C(C)C)sc2c1,-6
CCOc1ccc2nc(NC(N)=NC(=S)Nc3ccc(C)c(C)c3)nc(C)c2c1,5
COc1ccc2sc(OC3CCN(C(=O)OC(C)(C)C)CC3)nc2c1,-7
O=C(CCCSc1ccc(Cl)cc1)Nc1ccc(Cl)cc1C(=O)c1ccccc1,-44
Cn1c(=O)c2c(SCC(=O)NC(C)(C)C)ccnc2n(C)c1=O,-18
O=C(c1cc(=O)c2ccccc2o1)N1CCC(S(=O)(=O)c2ccc(Cl)cc2)C1 (stereo not given),-1
CC(C)(C)c1cc[n+](-c2[nH]c(=O)sc2C=NNC(=O)c2ccccc2[O-])cc1,13
CCOC(C)=Nn1c2nc3ccccc3nc2c2c(=O)n(C3CCCC3)c(C)nc21,-2
CC(C)(C)c1ccc(S(=O)(=O)Nc2ccc(C(=O)NCc3ccco3)cc2)cc1,-19&-14

More structures follow.
Structure,PriA SSB inh
Cc1nc2cccc(C)n2c(=O)c1NC(=O)c1ccc(-c2ccccc2)cc1,-2
Cn1c(=NC(=O)C2COc3ccccc3O2)sc2c3ccccc3ccc21 (stereo not given),-11
CC(=O)N1CC(C(=O)Nc2cccc(C)n2)C1,-26
CCOC(=O)CCn1c(=O)c2c(nc3n(Cc4ccc(OC)cc4)c(C)cn23)n(C)c1=O,-3
O=C(Nc1nnc(-c2ccc3c(c2)OCO3)o1)C1CCCN1S(=O)(=O)c1cccs1 (stereo not given),-18
O=C(Cc1ccccc1Cl)N(CC(F)(F)F)C1CCOCC1,-30
Cc1cc(C(=O)NCc2cncc(-c3cccs3)c2)c(C)o1,-17
CC1Oc2ccccc2OC1C(=O)NC1CCC(Oc2ncccn2)CC1 (stereo not given),-8
CCOC(=O)N1CCN(C(=O)CSc2nc(N)c(NC(=O)c3cccs3)c(=O)[nH]2)CC1,-21&-1
N#Cc1cccnc1N1CCC(CNC(=O)C(=O)Nc2cccc(N3CCCC3=O)c2)CC1,-6

(cont.)
Structure,PriA SSB inh
COc1ccc(Cl)cc1NC(=O)CCCSc1ccc(NC(=O)C2CC2)nn1,-2
CCC(C)NC(=O)Cc1csc(SCc2cc(OC)cc(OC)c2)n1 (stereo not given),-6
CCCN1CCCc2cc(CCNC(=O)C(=O)NCc3ccccc3Cl)ccc21,-19&44
CC1CN(Cc2ccc(C(=O)Nc3nc(-c4ccccn4)cs3)cc2)CC(C)O1 (stereo not given),114*
O=S(=O)(Nc1cnc2ccnn2c1)N1CCCC1,-3
COc1ccc(OC)c2sc(N(CCCn3ccnc3)C(=O)c3ccco3)nc12,59*
Clc1ccc2nc(N3CCN(c4ccccc4)CC3)cc(-c3ccccc3)c2c1,-5
COc1ccc2oc(=O)c(C(=O)OCCN3CCN(S(=O)(=O)c4ccc(C)cc4)CC3)cc2c1,6
CCOc1cccc2sc(N(CCn3nc(C)cc3C)C(=O)c3ccc(C#N)cc3)nc12,-7
O=C(CN1C(=O)/C(=C/C=C/c2ccccc2)SC1=S)NNC(=O)c1ccccc1O,-3

Additional records follow:
Structure,PriA SSB inh
COc1ccc(C)cc1S(=O)(=O)NC[C@H](OC)c1ccsc1,-16
CCOC(=O)c1ccc2nc(NC(=O)Cc3cccc4ccccc34)sc2c1,-6
COC(=O)C12CC3CC(C1)CC(c1ccc([N+](=O)[O-])cc1)(C3)C2,-2
COC(=O)c1ccccc1NC(=O)c1ccc(Oc2coc3cc(OC)ccc3c2=O)cc1,-2
COc1cc(C(=O)N2COCC2(C)C)ncn1,-16
CCN(CC)CCNC(=O)c1c(O)nc2scc(C)n2c1=O,-12&0
CN(C)S(=O)(=O)N1CCC(COCc2ccc(Cl)cc2)CC1,-17
NC(=O)c1ccccc1NC(=O)NC1CC(=O)N(c2ccc(F)cc2)C1 (stereo not given),-8
CCOC(=O)c1cnn(-c2ccc(C(=O)Nc3cccc(C)c3C)cn2)c1N,-19&-3
COc1ccc(N2CCN(C(=O)C(=O)Nc3ccc(F)c(F)c3)CC2)cc1,4

Going on with the list.
Structure,PriA SSB inh
O=C(Nc1ccc(OC(F)(F)F)cc1)N1CCN(c2ccc3nnc(C4CC4)n3n2)CC1,-11
COc1ccccc1C=NNC(=O)c1nnn(-c2nonc2N)c1CSC1=NCCS1,-6
CCc1cc(C(=O)NN=Cc2ccc(O)cc2O)c2ccccc2n1,16
CC(C)(C)c1csc(NC(=O)c2ccc(C(=O)c3ccccc3)cc2)n1,-4
N#Cc1cccc(C(=O)NCCCCN2CCCC2)c1,-6
COc1cccc(-c2cc(C(=O)N3CC(Oc4nccs4)C3)n(C)n2)c1,-12
FC(F)(F)c1cc(-c2cccs2)nc(SCc2nc3ccccc3[nH]2)n1,-22&1
COc1ccccc1-c1cc(C(=O)N2CC(Oc3cc(C)n(C)c(=O)c3)C2)[nH]n1,2
CC1(C)C2CCC1(CS(=O)(=O)N1CCC(c3cccs3)CC1)C(=O)C2 (stereo not given),-11
O=S(=O)(Cc1ccccc1Cl)NCC1CCN(c2ccccn2)CC1,-1

Remaining list, next part
Structure,PriA SSB inh
COc1cccc(C(=O)NCCn2ncc3c(=O)n(Cc4ccc([N+](=O)[O-])cc4)cnc32)c1OC,1
Cc1ccc(C)c(CN2CCN(c3nc4c(c(=O)[nH]c(=O)n4C)n3C/C=C/c3ccccc3)CC2)c1,-17
COc1cccc2sc(Nc3nc(-c4ccc(Cl)s4)cs3)nc12,26
Cc1cc([C@@H](O)CCNC(=O)C(=O)Nc2cccnc2)c(C)o1,-1
CC(C)(C)C(=O)C=c1sc(=Cc2ccc(-c3ccc([N+](=O)[O-])cc3)o2)c(=O)n1CC(=O)NC(N)=O,-2
COc1cc2cc(C(=O)NC3CCCCC3)cc(-c3ccc(C)cc3)c2cc1OC,-10&15
N#Cc1ccsc1NC(=O)C(c1ccccc1)c1ccccc1,-19
C(=NNC1=NCCN1)c1ccncc1,-18
COC(=O)NN=Cc1ccc(OS(=O)(=O)c2ccc(C)cc2)c(OC)c1,-13
O=C(Cc1ccsc1)NCC(O)(c1ccccc1)C(F)(F)F (stereo not given),5

Following part
Structure,PriA SSB inh
CCOc1ccc(C(=O)Nc2nnc(-c3ccc(Br)cc3)s2)cc1OCC,17
Cc1nc(-c2cccc(NC(=O)C3CN(c4ncnc5c4nnn5C)C3)c2)cs1,10
O=C(Nc1cnc(-n2cccn2)nc1)c1ccco1,-2
Cc1cc(=O)[nH]c(NN=Cc2ccc(-c3ccc(F)cc3)o2)n1,-23
O=C1CN(C(=O)CSc2nnc(-c3ccccc3)c(-c3ccccc3)n2)c2ccccc2N1,6
O=C(c1nc2ccccc2s1)N1CCC(Oc2cccnn2)CC1,-1
CCOc1cc(C=NNC(=O)Cn2nc([N+](=O)[O-])cc2C)ccc1OCc1cccc2ccccc12,3
O=S(=O)(Nc1cnn(C[C@H]2COc3ccccc3O2)c1)c1cccnc1,-9
C/C(C=NNC(=O)CSc1n[nH]c(=O)[nH]c1=O)=C\c1ccccc1,-10
CC1CCC(C(C)C)C(OCC(O)CNC2CCCC2)C1 (stereo not given),-1

Quoted at random: two entries already listed, in no set order.
Structure,PriA SSB inh
Cc1nc(-c2cccc(NC(=O)C3CN(c4ncnc5c4nnn5C)C3)c2)cs1,10
CC1CCC(C(C)C)C(OCC(O)CNC2CCCC2)C1 (stereo not given),-1

Continuation:
Structure,PriA SSB inh
Cc1ccc2oc(C(=O)Nc3ccccc3[N+](=O)[O-])c(C)c2c1,4
O=S(=O)(Cc1ccccc1)NC1CCN(c2ccc(-c3cccc(F)c3)nn2)CC1,3
COc1ccc2sc(N(CCCN3CCOCC3)C(=O)c3ccno3)nc2c1,-13
COc1cccc(OC)c1C(=O)Nc1cc(-n2c(C)nc3ccccc3c2=O)ccc1F,13
